Ba/F3 V617F tox: reduced viability of JAK2V617F-dependent Ba/F3 cells, primary screen, JAK2V617F inhibitor project, cell-based, Ba/F3 EpoR-JAK2V617F, luminescence. ATP luminescence. 220,000 tested, 1.1% active. inhibition, % at 5.6 µM;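 active = inhibition above the campaign mean plus 3 SD over all tested compounds, cut at about 24% in these data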;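 also: cytokine-independent growth of Ba/F3 cells driven by EpoR plus mutant JAK2; 0% = DMSO-treated cells and 100% = JAK inhibitor I control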
PERK inh: block of dimerizer-induced PERK translation repression, primary screen, PERK inhibitor project, CHO PERK-DD cells, SEAP luminescence, HTS; AID 1416, 2008; CHO PERK-DD fusion, SEAP luminescence translation reporter; Eukaryotic translation initiation factor 2-alpha kinase 3 (Homo sapiens), Q9NZJ5; 220,000 tested, 0.17% active; inhibition, % at 5.6 µM;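 active = inhibition above the mean inhibition of all tested compounds plus 3 SD, set separately per screening campaign, cut at about 2.9% in these data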;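 also: PERK kinase domain activated by AP20187 dimerizer at 100 nM; 0% = DMSO with dimerizer and 100% = rapamycin at 8.4 µM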
Target sequence (Q9NZJ5 whole entry, looked up, the tested form may be a part): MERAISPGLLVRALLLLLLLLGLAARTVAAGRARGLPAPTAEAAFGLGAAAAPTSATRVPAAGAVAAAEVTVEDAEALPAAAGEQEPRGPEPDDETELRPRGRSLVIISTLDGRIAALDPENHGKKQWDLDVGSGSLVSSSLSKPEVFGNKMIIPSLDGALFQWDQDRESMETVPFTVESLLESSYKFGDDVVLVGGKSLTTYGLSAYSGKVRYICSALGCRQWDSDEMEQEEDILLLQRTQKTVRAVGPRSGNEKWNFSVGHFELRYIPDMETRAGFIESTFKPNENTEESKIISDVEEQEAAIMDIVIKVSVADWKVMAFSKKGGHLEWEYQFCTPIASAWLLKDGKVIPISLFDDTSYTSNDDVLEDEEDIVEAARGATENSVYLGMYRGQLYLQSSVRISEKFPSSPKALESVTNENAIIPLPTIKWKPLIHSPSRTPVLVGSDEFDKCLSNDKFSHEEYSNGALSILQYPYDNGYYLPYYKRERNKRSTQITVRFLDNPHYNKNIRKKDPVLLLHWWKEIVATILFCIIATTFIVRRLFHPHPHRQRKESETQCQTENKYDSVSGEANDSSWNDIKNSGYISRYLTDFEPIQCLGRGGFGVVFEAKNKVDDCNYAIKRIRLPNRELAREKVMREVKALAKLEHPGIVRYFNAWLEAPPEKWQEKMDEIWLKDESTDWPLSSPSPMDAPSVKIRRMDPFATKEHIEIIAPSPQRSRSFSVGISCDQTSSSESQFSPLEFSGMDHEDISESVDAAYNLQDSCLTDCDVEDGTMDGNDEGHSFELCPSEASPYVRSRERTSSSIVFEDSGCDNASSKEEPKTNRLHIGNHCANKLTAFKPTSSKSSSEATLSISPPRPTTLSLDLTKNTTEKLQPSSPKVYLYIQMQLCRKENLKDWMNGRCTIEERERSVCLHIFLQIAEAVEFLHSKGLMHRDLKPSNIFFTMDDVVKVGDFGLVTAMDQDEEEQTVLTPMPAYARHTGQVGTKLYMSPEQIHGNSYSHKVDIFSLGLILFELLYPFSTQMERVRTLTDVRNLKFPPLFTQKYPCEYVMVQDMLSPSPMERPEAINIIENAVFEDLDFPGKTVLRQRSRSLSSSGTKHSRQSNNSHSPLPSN
Mdm2 ligase inh: MDM2-luciferase reporter signal enhancers, primary screen, MDM2 E3 ligase inhibitor project, cell-based, luminescence, 1536-well; cell-based MDM2 ubiquitination luciferase reporter, 2 h; 0 = plate control, 100 = twice control, blank-subtracted; 210,000 tested, 0.11% active; E3 ubiquitin-protein ligase Mdm2 (Homo sapiens), Q00987; signal enhancement, % at 5 µM;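 active = signal enhancement of 30% or more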;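 also: luminescence tracks abundance of the self-degrading MDM2-luciferase fusion protein; higher signal means inhibition of MDM2 E3 ligase activity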
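Buffer or medium: Cells held in DMEM | Assay system: Stable mammalian line carrying autodegrading MDM2–luciferase fusion reporter | Quantity: 2000 cells/well | Times: 4 h settle plus 2 h compound, 37 °C | Doses: One concentration, 5 µM, with 0.2% DMSO | Technique: Luminescence with SteadyLite reagent, 15 min at room temperature | Benchmarks: Plate controls and plate blanks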
S1P4 agonist: S1P4 receptor agonists, primary screen, cell-based; Sphingosine 1-phosphate receptor 4 (Homo sapiens), O95977; S1P4-expressing cell line, agonist reporter assay; activation, % at 4.98 µM; 220,000 tested, 0.35% active; in the data active = activation above about 11%;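 also: 0% = DMSO vehicle and 100% = reference agonist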
S1P4 antag: S1P4 receptor antagonists, primary screen, cell-based; Sphingosine 1-phosphate receptor 4 (Homo sapiens), O95977; S1P4-expressing cells, antagonist mode, reporter read-out; inhibition, % at 4.98 µM; 220,000 tested, 0.26% active; in the data active = inhibition above about 29%;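 also: 0% = wells stimulated with agonist and 100% = vehicle wells without agonist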
Wee1 stabilizer: Wee1 degradation inhibitors, primary screen, cell-based, HeLa, Wee1K328M-luciferase, luminescence; reporter increase, % at 5 µM; HeLa Luc-Wee1K328M stability; 100% = proteasome inhibitor MG132 effect; Wee1-like protein kinase (Homo sapiens), P30291; 220,000 tested, 1.2% active; AID 1321, 2008;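 active = activation above the mean of all tested compounds plus 3 SD, set per screening run, cut at about 8.8% in these data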;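 also: cells exposed to compound for 20 h before luminescence read; 0% = DMSO alone and 100% = MG132 at 30 µM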
eIF4E-4G inh: eIF4E–eIF4G protein interaction inhibitors, primary screen, biochemical, uHTS, TR-FRET, eIF4GI fragment; 220,000 tested, 0.37% active; TR-FRET eIF4E-eIF4GI(517-606) binding, 2 h; AID 782, 2007; inhibition, % at 21.7 µM;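 active = inhibition above about 30%, limit read from the data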;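 also: 0% = full FRET control wells and 100% = background wells lacking eIF4GI fragment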
BaF3 tox: parental Ba/F3 cell viability inhibition, counter-screen for JAK2V617F inhibitor project, murine pro-B, CellTiter-Glo luminescence. CellTiter-Glo ATP luminescence. inhibition, % at 5.6 µM. 220,000 tested, 1.1% active. AID 1486, 2009;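 active = inhibition above a per-campaign cutoff, the mean inhibition of all tested compounds plus 3 SD, cut at about 27% in these data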;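 also: 0% = DMSO wells and 100% = JAK Inhibitor I control wells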
NPY2 pot ag: NPY-Y2 potentiators or agonists, primary screen, cell-based; Neuropeptide Y receptor type 2 (Homo sapiens), P49146; cells expressing NPY-Y2, potentiator/agonist read-out; activation, % at 3.6 µM; 220,000 tested, 0.45% active; in the data active = activation above about 27%;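 also: cells stimulated with NPY near EC25 plus isoproterenol at EC100; 0% = vehicle plus submaximal agonist and 100% = vehicle plus saturating agonist; some results beyond the cut were filed as inactive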
* hit, by the source's call; . = not tested or not shown; [ ] = another dose, or the depositor's remark.

SMILES | Ba/F3 V617F tox | PERK inh | Mdm2 ligase inh | S1P4 agonist | S1P4 antag | Wee1 stabilizer | eIF4E-4G inh | BaF3 tox | NPY2 pot ag
COCCn1cnnc1SCC(=O)Nc1cccc(S(=O)(=O)N2CCCCCC2)c1 | -6 | 1.0 | -2 | 0.3 | -4 | 0 | 7 | 1 | 8
COc1ccc(CN(CCC#N)CCC2(c3ccccc3)CC(C)N(C)CC2C)cc1OC (stereo not drawn) | 0 | -0.9 | -15 | -0.8 | -23 | -1 | -4 | 2 | -20
Cc1ccc(N=C2C(=S)N(c3ccc(C)cc3)C(=N)N2/N=C/c2ccc(Cl)cc2)cc1 | -1 | -0.1 | -8 | 2.6 | -22 | 2 | 0 | 1 | 12
CN1CCN(S(=O)(=O)c2ccc(NC(=S)NC(=O)c3ccc(Cl)cc3)cc2)CC1 | 2 | -1.0 | -15 | 13* | -3 | -1 | 0 | 6 | -15
O=C(NCCCN1CCOCC1)c1cc(-c2cccs2)on1 | 0 | -0.1 | -22 | -2.2 | 15 | 1 | -2 | 2 | -6
COc1ccc2c(-c3ccccc3)cc(SCC(=O)N(C)C)nc2c1 | 7 | 0.3 | -4 | 1.2 | -9 | 0 | 3 | 2 | 0
CNC(=O)c1cc2cc(OC)ccc2n1CCN(Cc1ccccc1)Cc1ccccc1 | -1 | -2.3 | 0 | -0.8 | -4 | 1 | 2 | 0 | -13
CCCCCSc1nc2c(cnn2-c2ccccc2)c(=O)[nH]1 | -2 | 1.0 | -7 | -1.5 | -18 | -1 | -11 | 4 | 5
COc1ccc(C(=O)COC(=O)CCn2nnc(-c3cccs3)n2)cc1 | 2 | 0.3 | -12 | 2.5 | -25 | 0 | 6 | 4 | -8
O=C(COc1ccccc1)NCC1(N2CCCCC2)CCCCC1 | 0 | 0.1 | -9 | 1.1 | -1 | 2 | 0 | 7 | 5
COC(=O)c1nc(NC(=O)c2ccc(C(C)(C)C)cc2)n[nH]1 | 1 | 0.9 | -11 | -0.2 | -7 | -4 | 0 | 8 | 5
CCC(=O)NC(=S)Nc1ccc(NC(=O)CC)cc1 | 1 | 0.0 | -4 | 0.8 | -8 | 3 | 3 | 3 | -13
CCOC(=O)C(=O)Nc1sc(C(=O)N2CCOCC2)c(C)c1C#N | 1 | 0.5 | -9 | 0.5 | 6 | 3 | -2 | 7 | 0
CN(Cc1cn(C)nc1-c1cccc(Cl)c1)CC1CCCCO1 (stereo not drawn) | -2 | 0.3 | -8 | -3.9 | -11 | 1 | 1 | 1 | -28
CC(Nc1ccc2c(c1)OCCO2)C(=O)N1CCc2ccccc21 (stereo not drawn) | -1 | 0.7 | -3 | 0.8 | -12 | 1 | 6 | -1 | -2
NS(=O)(=O)c1ccc(CCNC(=O)CSc2ccc(Cl)cc2Cl)cc1 | -4 | 0.5 | . | -0.3 | -25 | 3 | -3 | 2 | 14
O=C(Nc1ccc(F)c(F)c1)c1cccnc1 | 0 | 1.1 | -8 | -1.9 | -5 | 7 | 2 | 0 | -19
CN(C)C(CNC(=O)c1ccc2nc[nH]c2c1)c1ccccc1 (stereo not drawn) | -1 | 0.6 | -2 | 1.4 | -8 | -4 | 0 | 7 | 3
CCN(CC(=O)NC(C)(C)C)C(=O)CCl | -2 | 0.1 | -14 | 0.5 | -5 | -1 | 3[fluorescence artefact?] | 0 | 3
CCOP(=O)(OCC)C(NC(=O)Nc1ccc(Cl)c(Cl)c1)c1ccccc1 (stereo not drawn) | 4 | -1.6 | 2 | -0.3 | -4 | 0 | 1 | 7 | 26
CN(CC(=O)N1CCN(c2ncccn2)CC1)S(=O)(=O)c1ccc(Cl)cc1 | -1 | 0.4 | -2 | 2.0 | 2 | 6 | 1 | 10 | -19
CCOc1ccc(CCNC(=O)C2CCCN(c3nn4c(=O)cc(C)nc4s3)C2)cc1OCC (stereo not drawn) | -1 | 0.5 | -9 | -0.7 | 2 | -1 | 0 | 6 | -2
N#Cc1nc(-c2ccco2)oc1NCc1ccc(F)cc1 | -2 | 0.0 | -7 | -0.1 | -1 | 2 | 6 | 4 | 2
CSc1ccccc1C(=O)NCc1ccc(F)cc1 | -4 | 0.3 | -11 | 1.2 | -1 | -2 | -7 | -1 | 20
Cc1cccc(NC(=O)/C(=C\c2ccc([N+](=O)[O-])o2)NC(=O)c2ccc(Cl)cc2)c1 | -4 | -0.7 | -3 | 1.9 | -21 | -3 | 9[fluorescence artefact?] | 4 | -4
CC(=O)N1N=C(c2ccccc2)CC1c1cn(Cc2ccccc2)c2ccccc12 (stereo not drawn) | -1 | -0.5 | -7 | -0.9 | -13 | 6 | 2 | 0 | -2
O=C(O)CN1C(=O)c2cccc(Oc3ccc(Cl)cc3)c2C1=O | 1 | 0.0 | 5 | 0.3 | -4 | 2 | -12 | 5 | -4
CC(C)c1ccccc1NC(=O)COC(=O)c1cc(=O)[nH]c(=O)[nH]1 | 5 | 0.1 | -5 | 1.9 | -22 | 2 | 1 | 3 | -4
COc1ccc2[nH]c(C(=O)NCCN3CCOCC3)cc2c1 | -3 | -0.3 | -6 | 0.2 | 6 | 4 | -2 | -2 | -7
Cc1ccc(NC(=O)c2ccc(COc3ccc4c(c3)CCC4)cc2)c(C)c1 | -4 | 0.9 | -5 | 0.1 | -8 | 1 | 1[fluorescence artefact?] | 5 | -11
COCc1cc(C)nc(N/N=C/c2ccc(-c3ccc(Cl)cc3[N+](=O)[O-])o2)c1C#N | 4 | 0.4 | 0 | 0.6 | -13 | -2 | 4 | 11 | -16
O=C(NNC(=O)C1CC1)c1cc2cc3ccccc3nc2s1 | -1 | 0.5 | -17 | -0.6 | -11 | 2 | 2 | 0 | -7
N#Cc1c(SCC(=O)N2CCCCC2)nsc1SCC(=O)N1CCCCC1 | -2 | -0.4 | 7 | -0.1 | -4 | 0 | 0[fluorescence artefact?] | 4 | 4
CCn1cc(CNC(=O)c2cccc([N+](=O)[O-])c2)c(C)n1 | 0 | 1.7 | -17 | 2.2 | -24 | -1 | 14 | 2 | -5
COc1cccc(CC(=O)n2nc(N)c3cc4ccc(OC)cc4nc32)c1 | 0 | 0.3 | -7 | -1.4 | -28 | 2 | -2 | 7 | 5
CC(=O)Nc1c(Cl)n(C(C)=O)c2ccccc12 | -2 | 0.9 | -12 | -1.4 | -8 | 0 | 2 | 7 | -9
CCCn1c(SCC(=O)Nc2cccc(NC(C)=O)c2)nnc1C(C)C | -5 | 0.0 | -2 | 1.7 | -48 | 1 | . | -1 | 13
CCCC(=O)Nc1c(-c2cccs2)c(=O)c2ccccc2n1CC | -2 | 0.6 | -5 | 1.5 | -13 | -1 | 5 | 4 | 6
CCN1CCCn2c1nc1c2c(=O)n(C)c(=O)n1C | -4 | -0.1 | -14 | -0.8 | -9 | -1 | -6[fluorescence artefact?] | 1 | 8
CCCCN1C(=O)C2NN=C(C(=O)OCC)C2C1=O (stereo not drawn) | 0 | 1.5 | -11 | 0.7 | 1 | -3 | 1 | 2 | -9

Full records, quoted from the list. Values in the order: Ba/F3 V617F tox | PERK inh | Mdm2 ligase inh | S1P4 agonist | S1P4 antag | Wee1 stabilizer | eIF4E-4G inh | BaF3 tox | NPY2 pot ag
O=C(NNC(=O)C1CC1)c1cc2cc3ccccc3nc2s1 across the screens: -1 | 0.5 | -17 | -0.6 | -11 | 2 | 2 | 0 | -7
CCCC(=O)Nc1c(-c2cccs2)c(=O)c2ccccc2n1CC across the screens: -2 | 0.6 | -5 | 1.5 | -13 | -1 | 5 | 4 | 6
O=C(O)CN1C(=O)c2cccc(Oc3ccc(Cl)cc3)c2C1=O across the screens: 1 | 0.0 | 5 | 0.3 | -4 | 2 | -12 | 5 | -4

(continued)
SMILES | Ba/F3 V617F tox | PERK inh | Mdm2 ligase inh | S1P4 agonist | S1P4 antag | Wee1 stabilizer | eIF4E-4G inh | BaF3 tox | NPY2 pot ag
C/C(=N\NC(=O)c1nc2ccccn2c1C)c1ccc2c(c1)OCO2 | 5 | -0.7 | -11 | -1.2 | -13 | 12* | -1 | 12 | -2
Nn1c(SCc2cn3cc(Cl)ccc3n2)nnc1-c1ccncc1 | 2 | -0.1 | -5 | 0.5 | 0 | 2 | 0 | 8 | 2
Cc1ccc(NC(=O)C(=O)NCc2ccncc2)cc1 | 4 | 0.6 | -12 | 0.1 | 7 | 0 | -1 | 8 | 7
CCS(=O)(=O)c1ccc(O)c(NC(=O)Nc2ccccc2OC)c1 | -1 | 1.3 | 1 | -1.8 | -14 | -2 | -6 | -2 | 0
Cn1c(SCc2ccccc2)nnc1C1CCCNC1 (stereo not drawn) | -5 | 2.2 | -13 | 0.9 | -12 | 1 | -14[fluorescence artefact?] | 1 | 11
CCn1nnc(NC(=O)c2ccc([N+](=O)[O-])o2)n1 | -1 | 0.4 | -7 | 0.2 | 20 | 5 | 1 | -2 | -2
CC(C)(C)NC(=O)CCSc1nnc(-c2ccco2)o1 | 1 | 0.0 | 1 | -0.5 | -10 | 8 | -2 | 4 | 1
Nc1c(N=Nc2cccc(Cl)c2)c(=O)[nH]n1-c1ccccc1 | -1 | 0.8 | -9 | 0.5 | 2 | -1 | -6 | -1 | -3
COc1cccc(/C=C/C(=O)OCC(=O)NCCc2ccccc2)c1 | 1 | 1.3 | 2 | -0.4 | -18 | -2 | 2 | 2 | -17
Cc1csc(NC(=O)CCC(=O)c2cccs2)n1 | 4 | 0.2 | -8 | 1.3 | 6 | 0 | 1 | 5 | 7
Cc1[nH]n(-c2ccc([N+](=O)[O-])cc2)c(=O)c1C=NCCN1CCN(C(=O)c2ccccc2)CC1 | 14 | -0.7 | -18 | -3.0 | -5 | -1 | 0[fluorescence artefact?] | 15 | 3
O=C(CSCc1ccc(Cl)cc1)N/N=C/c1c(Cl)cccc1Cl | -2 | 1.0 | 1 | 1.4 | -18 | 1 | -4 | 7 | 3
O=C(CN1C(=O)C2CCCCC2C1=O)N1CCN(c2ccccc2)CC1 (stereo not drawn) | 3 | -0.4 | -8 | 1.8 | -2 | -3 | 3 | 6 | 1
CN(C)CCN1CC(C(=O)O)CC1=O (stereo not drawn) | -1 | 0.8 | -10 | 1.2 | -4 | 0 | 8 | 3 | 6
CCCC(=O)Nc1ccc(C(=O)O)cc1NC(=O)CCC | -2 | 1.3 | -16 | -2.6 | -4 | 5 | 3[fluorescence artefact?] | 2 | -12
Cn1cccc1/C=C1\SC(=S)N(NC(=O)c2ccc(Cl)cc2)C1=O | -4 | 0.2 | 6 | 0.4 | -17 | -4 | -1 | 0 | -1
CC(=O)Nc1ccc(C(=O)CSc2nnc(-c3ccc(O)cc3)n2CC2CCCO2)cc1 (stereo not drawn) | 5 | 0.0 | -10 | -2.2 | -10 | 3 | 1 | 3 | -5
